CCT modulator – High-Throughput Screening for Modulators of Cytosolic Chaperonin Activity. purified chaperonin ATPase assay, HTRF ADP detection, 30 min. activity change, % (concentration not given with the values), hits read low. hit rate 0.3% among 360,000; in the data active = activity change below about -30%; also: % is scaled to controls: 0 for no effect and ±100 for the full control effect
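First, chaperonin was dispensed at 40 nM or 20 nM final depending on batch activity. Next, compounds were pinned at 76 uM and ATP added at 10 uM. After 30 min at 37 °C, ADP detection reagents ran 30 min at ambient temperature.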
EPAC2 antag – qHTS for Antagonist of cAMP-regulated guanine nucleotide exchange factor 2 (EPAC2): primary screen. Rap guanine nucleotide exchange factor 4 (Homo sapiens), Q8WZA2. EPAC2 GEF exchange of Rap1B-BODIPY-GDP, fluorescence. hit rate 0.18% among 360,000. Potency, µM (highest dose often 114 µM), for inactives: top-dose activity, negative = inhibition, actives largely listed as inhibitors; also: potency is read from the fitted curve at half-maximal effect; % is scaled to controls: 0 for no effect and ±100 for the full control effect; nearly all actives have a fitted effect of over 45% in size; many of its hits are not listed in these tables
WRN inhibitor – qHTS for Inhibitors of WRN Helicase. Potency, µM (highest dose often 114 µM), for inactives: at the highest dose activity change, negative = inhibition, hits mostly inhibitors. hit rate 0.46% among 360,000. WRN helicase unwinding, fluorescent forked duplex, kinetic; also: potency is read from the fitted curve at half-maximal effect; % is scaled to controls: 0 for no effect and ±100 for the full control effect; nearly all actives have a fitted effect of over 55% in size
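Fluorescence dequenching readout, ex 525 nm/em 598 nm, kinetic mode: forked duplex DNA (100 nM final) with adjacent fluorophore and quencher unwound by WRN (20 nM final) with 2 mM ATP. Compound preincubation 15 min, room temperature.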
PI5P4Ka inh – qHTS for Inhibitors of phosphatidylinositol 5-phosphate 4-kinase (PI5P4K); AID 652105, 2013; hit rate 1.2% among 330,000; max response, %; PI5P4Kalpha enzyme, ADP-Glo luminescence, 60 min; stronger effect = lower value; Phosphatidylinositol 5-phosphate 4-kinase type-2 alpha (Homo sapiens), P48426; active = max response of -50% or lower; inconclusive = between -30% and -50%; inactive = -30% or higher; also: value at the top dose of about 77 µM; % is scaled to controls: 0 for no effect and ±100 for the full control effect
Target sequence (P48426 whole entry, looked up): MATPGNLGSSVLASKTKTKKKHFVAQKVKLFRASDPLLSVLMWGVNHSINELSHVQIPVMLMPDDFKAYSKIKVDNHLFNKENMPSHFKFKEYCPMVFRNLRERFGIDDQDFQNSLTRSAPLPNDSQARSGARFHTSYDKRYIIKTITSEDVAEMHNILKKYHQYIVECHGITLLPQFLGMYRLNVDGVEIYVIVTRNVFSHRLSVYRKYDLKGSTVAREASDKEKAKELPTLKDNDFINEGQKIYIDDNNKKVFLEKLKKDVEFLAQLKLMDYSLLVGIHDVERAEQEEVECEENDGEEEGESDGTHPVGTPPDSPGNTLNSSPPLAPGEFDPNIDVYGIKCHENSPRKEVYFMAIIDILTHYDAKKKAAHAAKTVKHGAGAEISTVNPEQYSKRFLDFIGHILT
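Human PI5P4Kalpha with substrate in 0.038 M HEPES pH 7.4, 0.28 mM EGTA, 0.1% CHAPS, 5% DMSO; reaction started with 5 microM ATP (final), 60 min at room temperature. ADP formed read by ADP-Glo luminescence.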
MmCpn inh – Inhibitors of TCP-1 ring complex (TRiC) of Methanococcus maripaludis (MmCpn): qHTS | Chaperonin Mm-Cpn (Methanococcus maripaludis) | purified Mm-Cpn ATPase, ADP Transcreener TR-FRET | Potency, µM (highest dose often 76.9 µM), without a hit: top-dose activity, negative = inhibition, hits mostly inhibitors | hit rate 0.031% among 330,000; also: potency is read from the fitted curve at half-maximal effect; % is scaled to controls: 0 for no effect and ±100 for the full control effect; nearly all actives have a fitted effect of over 80% in size
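ATPase read-out: TR-FRET ADP immunoassay (anti-ADP Eu cryptate vs ADP-d2), ex 320 nm, em 590/665 nm; signal drops as ADP forms. Enzyme 25 nM, ATP 10 uM, 30 min at 37°C after 10 min compound preincubation.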
EPAC1 agonist – qHTS for Agonist of cAMP-regulated guanine nucleotide exchange factor 3 (EPAC1): primary screen | Rap guanine nucleotide exchange factor 3 (Homo sapiens), O95398 | hit rate 0.073% among 360,000 | EPAC1 agonist qHTS, biochemical assay; response scale: 100% = response to 6.5 mM cAMP | Potency, µM (top dose mostly 154 µM), without a hit: top-dose activation, actives largely listed as activators | AID 720707, 2013; also: potency is read from the fitted curve at half-maximal effect; nearly all actives have a fitted effect of over 60% in size
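EPAC1 100 nM, Rap1B–BODIPY-GDP 250 nM, unlabeled GDP 50 uM; compound titration; 5 min RT; kinetic read ex480/em540 at 5-min intervals ×30 min; data normalized to 6.5 mM cAMP agonist control.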
PLK1 PBD block – qHTS for Inhibitors of PLK1-PDB (polo-like kinase 1 - polo-box domain): Primary Screen. Serine/threonine-protein kinase PLK1 (Homo sapiens), P53350. Plk1 PBD binding of FITC phosphopeptide, fluorescence polarization. Potency, µM, inactives show max response, negative = inhibition, usual class: inhibitors. hit rate 2.8% among 360,000. AID 720504, 2013; also: potency is read from the fitted curve at half-maximal effect; series mostly up to about 57 µM; % is scaled to controls: 0 for no effect and ±100 for the full control effect; nearly all actives have a fitted effect of over 65% in size
Target sequence (P53350 whole entry, looked up, the tested form may be a part): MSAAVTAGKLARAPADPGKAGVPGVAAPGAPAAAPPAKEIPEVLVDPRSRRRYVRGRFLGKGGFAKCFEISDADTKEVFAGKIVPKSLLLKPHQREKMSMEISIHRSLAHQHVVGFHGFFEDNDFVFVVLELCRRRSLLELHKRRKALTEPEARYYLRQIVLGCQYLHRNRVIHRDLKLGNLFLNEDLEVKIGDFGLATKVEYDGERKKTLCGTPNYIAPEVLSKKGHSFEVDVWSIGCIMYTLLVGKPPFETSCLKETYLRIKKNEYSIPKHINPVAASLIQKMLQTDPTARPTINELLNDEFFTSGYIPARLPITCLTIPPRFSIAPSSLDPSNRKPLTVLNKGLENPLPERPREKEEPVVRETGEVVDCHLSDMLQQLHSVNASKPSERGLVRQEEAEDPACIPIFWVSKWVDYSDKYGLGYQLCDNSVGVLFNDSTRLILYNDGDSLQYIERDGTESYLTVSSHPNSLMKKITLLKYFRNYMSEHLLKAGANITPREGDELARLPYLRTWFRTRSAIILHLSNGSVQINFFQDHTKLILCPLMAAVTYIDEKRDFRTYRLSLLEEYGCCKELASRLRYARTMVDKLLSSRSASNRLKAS
EPAC1 antag – qHTS for Antagonist of cAMP-regulated guanine nucleotide exchange factor 3 (EPAC1): primary screen; AID 720709, 2013; EPAC1 GEF assay, Rap1b-BODIPY-GDP exchange fluorescence; Potency, µM (series often up to 115 µM), without a hit: at the highest dose activity change, negative = inhibition, hits mostly inhibitors; hit rate 0.14% among 360,000; Rap guanine nucleotide exchange factor 3 (Homo sapiens), O95398;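 also: potency is read from the fitted curve at half-maximal effect; plate controls were vehicle for no effect and positive control for full effect; nearly all actives have a fitted effect of over 50% in size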
An asterisk follows results filed as active; [ ] = remark or other dose. Unless noted, calls follow the shape of the dose curve; as a rule, active = well fitted curve in the direction sought with a large enough effect; inconclusive = small, poorly fitted or top-dose-only effect, or another doubt; inactive = no such curve, though single readings can be large; an effect the other way counts as inactive or inconclusive. Not all compounds are listed. The share of hits here may be higher or lower than overall.

For Cn1c(SCc2ccccc2C#N)nc2ccccc2c1=O the results were CCT modulator -1.7, EPAC2 antag -24%, WRN inhibitor -9%[57.1 µM], PI5P4Ka inh 5, MmCpn inh 4%, EPAC1 agonist 0%, PLK1 PBD block -12% and EPAC1 antag -6%.
For CCOC(=O)/C(C#N)=C\c1ccc2c(c1)OCO2 the results were CCT modulator -0.9, EPAC2 antag -6%, WRN inhibitor -1%, PI5P4Ka inh 0, EPAC1 agonist 0%, PLK1 PBD block -13% and EPAC1 antag -5%.
For CCN(CC)CCOC(=O)C12CC3CC(CC(C3)C1)C2 the results were CCT modulator 0.1, EPAC2 antag 15%, WRN inhibitor -8%, PI5P4Ka inh 0, MmCpn inh -1%, EPAC1 agonist 2%, PLK1 PBD block -8% and EPAC1 antag 18%.
COc1cccc(C(=O)NC(C)C(c2cccs2)N2CCOCC2)c1 (configuration not stated) was read as CCT modulator -0.1, EPAC2 antag 11%, WRN inhibitor 4%, PI5P4Ka inh -2, MmCpn inh 1%, EPAC1 agonist -3%, PLK1 PBD block -8% and EPAC1 antag -1%.
For C=CCNC(=O)c1ccc(-c2nc(-c3ccc(Cl)c(Cl)c3)cs2)cc1 the results were CCT modulator -2.1, EPAC2 antag -5%, WRN inhibitor 0%, PI5P4Ka inh 0, MmCpn inh 0%, EPAC1 agonist 1%, PLK1 PBD block 3% and EPAC1 antag 8%.
Screening CCOc1ccccc1N(CC(=O)Nc1ccccc1F)S(=O)(=O)c1ccccc1 returned CCT modulator 0.2, EPAC2 antag -11%, WRN inhibitor -2%, PI5P4Ka inh 9, MmCpn inh 1%, EPAC1 agonist 18%, PLK1 PBD block -12% and EPAC1 antag 6%.
For O=C(c1ccc(CNS(=O)(=O)c2ccc(Br)cc2)cc1)N1CCCC1 the results were CCT modulator -0.6, EPAC2 antag 2%, WRN inhibitor -7%, PI5P4Ka inh -3, MmCpn inh -9%, EPAC1 agonist 5%, PLK1 PBD block -4% and EPAC1 antag 2%.
For Cc1ccsc1-c1nc(CSCC(=O)NCc2ccc3c(c2)OCO3)c(C)o1 the results were CCT modulator -3.3, EPAC2 antag -1%, WRN inhibitor 0%, PI5P4Ka inh 4, MmCpn inh -4%, EPAC1 agonist -5%, PLK1 PBD block -19% and EPAC1 antag 1%.
Screening CN(C)/C=C/C(=O)c1c(F)cccc1F returned CCT modulator -1.0, EPAC2 antag 7%, WRN inhibitor 4%, PI5P4Ka inh 2, MmCpn inh -5%, EPAC1 agonist 1%, PLK1 PBD block 6% and EPAC1 antag 6%.
For CC12CCC(C(=O)N3CCc4ccccc43)(CC1=O)C2(C)C (configuration not stated) the results were CCT modulator 0.1, EPAC2 antag 4%, WRN inhibitor 0%, PI5P4Ka inh 5, MmCpn inh -2%[15.4 µM], EPAC1 agonist -7%, PLK1 PBD block -7% and EPAC1 antag -11%.
O=C1C=CC2(C=C1)O[C@H](Cc1ccccc1)[C@@H](Cc1ccccc1)O2 was read as CCT modulator -1.0, EPAC2 antag 4%, WRN inhibitor inconclusive, PI5P4Ka inh -27, EPAC1 agonist -14%, PLK1 PBD block 9.5µM* and EPAC1 antag -17%.
Screening CCOc1ccc(NS(=O)(=O)c2ccc3c(c2)N(C(C)=O)CC3)cc1 returned CCT modulator -1.2, EPAC2 antag -1%, WRN inhibitor 5%, PI5P4Ka inh 7, MmCpn inh -4%, EPAC1 agonist 8%, PLK1 PBD block -6% and EPAC1 antag -4%.
O=C(O)CCN1C(=O)c2ccc(NC(=O)C(c3ccccc3)c3ccccc3)cc2C1=O was read as CCT modulator -0.5, EPAC2 antag -14%, WRN inhibitor -10%, PI5P4Ka inh -10, MmCpn inh 0%, EPAC1 agonist -22%, PLK1 PBD block -5% and EPAC1 antag -9%.
`O=C1C=C(NC2=CC3OC(c4ccccc4)OCC3OC2=O)CCC1` (configuration not stated) gave CCT modulator -3.1, EPAC2 antag 11%, WRN inhibitor -36%, PI5P4Ka inh -2, MmCpn inh 0%, EPAC1 agonist -10%, PLK1 PBD block -10% and EPAC1 antag -3%.
For CCN(CC)S(=O)(=O)c1ccc(S(=O)(=O)N(CC(=O)Nc2ccccc2)Cc2ccco2)cc1 the results were CCT modulator -2.9, EPAC2 antag -7%, WRN inhibitor -6%, MmCpn inh -3%, EPAC1 agonist 2%, PLK1 PBD block -12% and EPAC1 antag -10%.
c1ccc2cc(OCCOCCOc3ccc4ccccc4c3)ccc2c1 was read as CCT modulator -0.1, EPAC2 antag 0%, WRN inhibitor -5%, PI5P4Ka inh 16, MmCpn inh 0%, EPAC1 agonist 16%, PLK1 PBD block 1% and EPAC1 antag -2%.
For COc1ccc(-n2c(Cc3cc(=O)[nH]c(=O)[nH]3)nnc2SCC(=O)NC2CCCC2)cc1 the results were CCT modulator 1.6, EPAC2 antag 4%, WRN inhibitor -3%, PI5P4Ka inh 7, MmCpn inh -1%, EPAC1 agonist -13%, PLK1 PBD block -6% and EPAC1 antag -17%.
Screening CCOC(=O)c1ccc(-n2c(CN3CCC(C(N)=O)CC3)nc3ccc([N+](=O)[O-])cc3c2=O)cc1 returned CCT modulator -4.9, EPAC2 antag 1%, WRN inhibitor -1%, PI5P4Ka inh -28, MmCpn inh -1%, EPAC1 agonist 3%, PLK1 PBD block -26% and EPAC1 antag -18%.
For COc1ccccc1-n1c(COc2ccccc2-c2ccccc2)nnc1SCC(=O)c1c(N)n(C)c(=O)n(C)c1=O the results were CCT modulator -0.6, EPAC2 antag -1%, WRN inhibitor -9%, PI5P4Ka inh 0, MmCpn inh -1%, EPAC1 agonist -2%, PLK1 PBD block -2% and EPAC1 antag -16%.
O=S1(=O)CC(N2CCCCC2)CN1Cc1cn(Cc2ccc(Cl)cc2)nn1 (configuration not stated) was read as CCT modulator -1.6, EPAC2 antag 4%, WRN inhibitor 5%, PI5P4Ka inh -13, EPAC1 agonist 0%, PLK1 PBD block 3% and EPAC1 antag -13%.
For COc1ccc2cc3cc(C(=O)NC4CC4)sc3nc2c1 the results were CCT modulator -1.0, EPAC2 antag 9%, WRN inhibitor -4%[57.1 µM], PI5P4Ka inh -1, MmCpn inh 0%, EPAC1 agonist 2%, PLK1 PBD block 0% and EPAC1 antag 24%.
For COC(=O)c1ccccc1OCCOCCOc1cccc2ccc(C)nc12 the results were CCT modulator 1.6, EPAC2 antag 0%, WRN inhibitor 9%, PI5P4Ka inh 7, MmCpn inh -1%, EPAC1 agonist -2%, PLK1 PBD block -4% and EPAC1 antag 9%.
Screening CCOc1ccc2nc(N(CCCN(C)C)C(=O)c3ccc(S(=O)(=O)N4CCc5ccccc5C4)cc3)sc2c1 returned CCT modulator -0.6, EPAC2 antag 28%, WRN inhibitor -1%, PI5P4Ka inh 4, MmCpn inh inconclusive, EPAC1 agonist -24%, PLK1 PBD block -3% and EPAC1 antag -23%.
For CCc1ccc(/C=C2\Oc3cc(OC(=O)N4CCOCC4)ccc3C2=O)cc1 the results were CCT modulator -0.5, EPAC2 antag -12%, WRN inhibitor -11%, PI5P4Ka inh 22, MmCpn inh 1%[15.4 µM], EPAC1 agonist 4%, PLK1 PBD block -1% and EPAC1 antag -15%.
`CCCNC(=O)c1cc(C2CCCCN2C(=O)c2ccc3ccccc3c2)on1` (configuration not stated) gave CCT modulator 0.4, EPAC2 antag inconclusive, WRN inhibitor -2%, PI5P4Ka inh 3, EPAC1 agonist 11%, PLK1 PBD block -10% and EPAC1 antag 5%.
`CC(=O)C1(C)OC(N)=C(C#N)C(c2ccccc2)C1(C#N)C#N` (configuration not stated) gave CCT modulator -1.7, EPAC2 antag 3%, WRN inhibitor -16%, MmCpn inh 2%, EPAC1 agonist 11%, PLK1 PBD block inconclusive and EPAC1 antag 6%.
Cc1cc(F)ccc1-c1cc(C(=O)NCc2cc(C(F)(F)F)cc(C(F)(F)F)c2)[nH]n1 was read as CCT modulator -0.3, EPAC2 antag 2%, WRN inhibitor 2%, PI5P4Ka inh -7, EPAC1 agonist -20%, PLK1 PBD block -1% and EPAC1 antag -20%.
Screening NC(c1ccccc1)c1csc(Nc2ccccn2)n1 (configuration not stated) returned CCT modulator -0.2, EPAC2 antag 6%, WRN inhibitor -12%, PI5P4Ka inh -1, EPAC1 agonist -2%, PLK1 PBD block -12% and EPAC1 antag -12%.
Screening Cc1[nH]n(-c2ccc([N+](=O)[O-])cc2)c(=O)c1C=NCCN1CCN(C(=O)c2ccccc2)CC1 returned CCT modulator 0.4, EPAC2 antag 14%, WRN inhibitor -4%, MmCpn inh 1%, EPAC1 agonist 5%, PLK1 PBD block -8% and EPAC1 antag 13%.
`COc1ccc(/C=C(/NC(=O)c2ccc([N+](=O)[O-])cc2)C(=O)NC(C)(C)C)cc1` gave CCT modulator 1.2, EPAC2 antag 9%, WRN inhibitor -2%, PI5P4Ka inh -3, MmCpn inh -1%, EPAC1 agonist 1%, PLK1 PBD block -3% and EPAC1 antag 6%.
Screening Nc1c(C(=O)Nc2ccc3c(c2)OCCO3)nnn1Cc1ccccc1 returned CCT modulator 0.0, EPAC2 antag 9%, WRN inhibitor 0%, PI5P4Ka inh -10, MmCpn inh 1%, EPAC1 agonist -3%, PLK1 PBD block -4% and EPAC1 antag 5%.
`CCCCOc1ccc(C(=O)NCC(=O)OC2CCOC2=O)cc1` (configuration not stated) gave CCT modulator -4.1, EPAC2 antag 9%, WRN inhibitor 7%, PI5P4Ka inh -11, EPAC1 agonist -6%, PLK1 PBD block inconclusive and EPAC1 antag 4%.
